MrgX1 antag – human MrgX1 receptor antagonism, primary screen | Q96LB2 | MRGX1-HEK293 calcium flux, Fluo-4, BAM8-22 antagonism; active compounds read low | B-score at 10 µM | 310,000 compounds, 1.3% hits;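 active = calcium-response B-score plate-corrected more than 3 library SD below zero, starting fluorescence within 5 deviations, no agonist response on first addition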;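 note: peak minus trough fluorescence over baseline after final BAM8-22 challenge near maximal dose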
Target sequence (Q96LB2 whole entry, looked up): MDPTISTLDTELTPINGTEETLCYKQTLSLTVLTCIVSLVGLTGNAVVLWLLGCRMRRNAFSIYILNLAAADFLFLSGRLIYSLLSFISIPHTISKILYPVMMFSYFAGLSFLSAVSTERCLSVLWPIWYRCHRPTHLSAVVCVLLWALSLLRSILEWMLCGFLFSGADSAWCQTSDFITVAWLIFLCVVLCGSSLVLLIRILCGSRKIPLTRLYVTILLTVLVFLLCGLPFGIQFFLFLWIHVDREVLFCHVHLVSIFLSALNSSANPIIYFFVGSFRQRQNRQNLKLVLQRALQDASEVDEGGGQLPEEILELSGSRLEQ
RGS4 pot – RGS4 potentiation or activation; HEK293 M3R/inducible RGS4, carbachol calcium flux Fluo4; active compounds read low; B-score at 10 µM; 310,000 compounds, 0.92% hits; AID 463111;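 active = B-score of the integrated calcium signal more than 4 SD below the library mean, with starting fluorescence not abnormally high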;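 note: negative B-score means reduced calcium response which marks RGS4 activation or potentiation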
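Material: M3R-expressing HEK293 line, RGS4 induced by doxycycline | Schedule: Overnight RGS4 induction, 30 min dye load 37 °C, 20 min compound RT | Measured by: Fluo4 fluorescence kinetic imaging of calcium | Read-out: Integrated calcium ratio converted to B score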
TRPC6 activator – mouse TRPC6 channel activation. B-score at 10 µM. AID 2550. HEK293-TRPC6 membrane potential dye fluorescence; active compounds read high. 310,000 compounds, 0.13% hits;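 active = B-score of the integrated fluorescence ratio above library mean plus 3 SD, and starting fluorescence ratio within library mean plus 5 SD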;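 note: higher score means more depolarization so channel activation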
MrgX1 ag – activates human MrgX1 receptor signaling. Q96LB2. MrgX1-HEK293 cells, Fluo-4 calcium fluorescence, agonist mode; active compounds read high. B-score at 10 µM. 310,000 compounds, 0.44% hits;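 active = calcium response B-score plate-corrected fluorescence ratio at least 3 library SD, with starting fluorescence B-score inside 5 SD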
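System – MrgX1-expressing HEK293 cells · Incubation – cells plated overnight, dye loaded 0.5 h 37 °C, 0.5 h room temperature · Technique – kinetic Fluo-4 NW fluorescence of intracellular calcium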
TRPC6 inh – inhibitors of mouse TRPC6 channel; B-score at 10 µM; Q61143; HEK293-TRPC6, membrane potential dye, ACh-evoked depolarization; active compounds read low; 310,000 compounds, 1.1% hits; AID 2553;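 active = B-score under library mean minus 3 SD, initial fluorescence not abnormally high, positive integrated signal ratio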;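 note: B-score derived from integrated fluorescence ratio over the kinetic read; more negative B-score means stronger inhibition of depolarization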
SKKanGAS inh – inhibitors of SKKanGAS S. pyogenes growth in kanamycin (SK-promoter or general growth effect); BacTiter-Glo, 6 h; inhibition, % at 7.5 µM; 300,000 compounds, 1.3% hits;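 active = mean replicate score, as percent of positive control median, at least 50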;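 note: strain carries kanamycin resistance gene driven by streptokinase promoter and grows in 40 µg/ml kanamycin; loss of luminescence reflects streptokinase promoter inhibition or plain growth inhibition; 0% = median of DMSO wells and 100% = positive control at its reference dose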
MrgX1 PAM – allosterically activates human MrgX1 receptor signaling | 310,000 compounds, 0.63% hits | AID 588675 | MrgX1-HEK293, Fluo-4 calcium flux, FDSS; active compounds read high | Q96LB2 | B-score at 10 µM;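 active = plate-corrected calcium response at least 3 library SD above typical, normal starting fluorescence, not activating the receptor alone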;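 note: compound read alongside a low EC10 to EC30 dose of BAM8-22 agonist; peak minus trough fluorescence over baseline measured at the second addition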
TMEM16A inh – blocks the mouse calcium-activated chloride channel TMEM16A | HEK293 TMEM16A/YFP iodide influx fluorescence, ionomycin | normalized B-score (activity score, 25-100; higher = stronger inhibition) at 10 µM | 310,000 compounds, 1.2% hits;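 active = ratio plate-corrected score three or more library SD toward inhibition, starting fluorescence score within five deviations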;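 note: score derived from kinetic fluorescence span divided by baseline fluorescence per well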
TMEM16A act – mouse TMEM16A channel activation, primary screen | Q8BHY3 | HEK293 TMEM16A/YFP-H148Q/I152L, iodide quench fluorescence; active compounds read low | B-score at 10 µM | 340,000 compounds, 0.3% hits | AID 623877;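 active = fluorescence-ratio B-score plate-corrected deviation score at least 3 library SD below zero, with starting fluorescence score within 5 deviations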;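 note: channel opened by trigger with iodide after compound preincubation; score built on the fluorescence ratio of max minus min over baseline; more negative score means more quench and so TMEM16A activation or potentiation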
HDAC3 inh – blocks human histone deacetylase 3 | recombinant HDAC3, fluorogenic peptide/trypsin coupled, fluorescence | inhibition, % at 8.3 µM | 320,000 compounds, 0.15% hits; in the data active = inhibition above about 26%, passing the limit was not always enough
Target sequence (O15379 whole entry, looked up): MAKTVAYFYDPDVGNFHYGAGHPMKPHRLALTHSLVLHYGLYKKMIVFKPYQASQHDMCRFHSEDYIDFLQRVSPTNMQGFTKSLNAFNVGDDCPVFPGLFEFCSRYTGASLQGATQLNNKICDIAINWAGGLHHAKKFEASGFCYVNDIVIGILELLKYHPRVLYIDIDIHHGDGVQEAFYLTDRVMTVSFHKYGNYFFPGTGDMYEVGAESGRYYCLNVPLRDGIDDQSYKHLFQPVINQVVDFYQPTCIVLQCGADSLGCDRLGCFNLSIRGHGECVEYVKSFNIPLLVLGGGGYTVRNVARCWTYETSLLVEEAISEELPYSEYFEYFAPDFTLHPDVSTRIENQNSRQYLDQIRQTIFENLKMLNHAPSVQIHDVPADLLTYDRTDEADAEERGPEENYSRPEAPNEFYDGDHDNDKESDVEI
RGS4 inh – human RGS4 inhibition; HEK293 M3R/RGS4 inducible, Fluo-4 calcium flux; active compounds read high; triggered by carbachol at its EC20; B-score at 10 µM; 310,000 compounds, 0.45% hits; AID 463165;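 active = B-score, a plate-corrected calcium signal, over three deviations above library mean, with baseline fluorescence within five deviations of library mean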;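 note: RGS4 expression induced by doxycycline in cells with stable M3 receptor; B-score is computed from the integrated fluorescence ratio over baseline after carbachol; higher B-score means a larger calcium signal and so more RGS4 inhibition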
Target sequence (P49798 whole entry, looked up): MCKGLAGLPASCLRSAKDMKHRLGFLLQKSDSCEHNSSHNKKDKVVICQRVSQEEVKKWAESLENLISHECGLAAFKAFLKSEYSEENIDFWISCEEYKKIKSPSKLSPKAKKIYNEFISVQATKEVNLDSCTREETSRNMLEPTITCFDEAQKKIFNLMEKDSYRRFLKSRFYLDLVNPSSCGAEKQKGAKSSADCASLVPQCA
Active calls of the source: *; i = inactive; / = no result given. Compounds were not picked by outcome (roughly 6.7% active in at least one column).

SMILES | MrgX1 antag | RGS4 pot | TRPC6 activator | MrgX1 ag | TRPC6 inh | SKKanGAS inh | MrgX1 PAM | TMEM16A inh | TMEM16A act | HDAC3 inh | RGS4 inh
CC(C)(C)NC(=O)COc1coc(CN2CCN(Cc3ccccc3)CC2)cc1=O | i | i | i | i | i | -0.1 | i | i | i | 4.9 | i
CCOC(=O)C1(CCOc2ccccc2)CCN(Cc2ccc(NC(C)=O)cc2)CC1 | i | i | i | i | i | -2.8 | i | i | i | -4.0 | i
CCc1ccc(-c2cc(C(=O)NN3CCOCC3)c3ccccc3n2)s1 | i | i | i | i | i | 3.1 | i | i | i | -49.1 | i
Cc1cc(C(=O)Nc2sc(C)c(C)c2C#N)c(C)o1 | i | i | i | i | i | -2.3 | i | i | i | 5.2 | 7.46*
NNc1nc(-c2ccccc2)nc2sc3c(c12)CCCC3 | i | i | i | i | i | 16.6 | i | i | i | 0.6 | i
CCOC(=O)C1=C(O)/C(=C\c2cc(C)n(-c3ccccc3F)c2C)N=C1C | i | i | i | i | i | 1.2 | i | i | i | 3.0 | i
COc1ccc(C(=O)NC2CCCc3ccccc32)cc1S(=O)(=O)N1CCOCC1 (stereo not drawn) | i | i | i | i | i | -3.8 | i | i | i | -6.6 | i
O=C(COc1ccc([N+](=O)[O-])cc1)Nc1ccc(C(=O)NCc2cccnc2)cc1 | i | i | i | i | i | 0.9 | i | i | i | 6.3 | i
Cc1ccc2[nH]c(=O)c(CN(Cc3cccs3)S(=O)(=O)c3ccc4c(c3)OCCO4)cc2c1 | i | i | i | i | i | 16.1 | i | i | i | -0.6 | i
CC(=O)c1cccc(NC(=O)C(C)OC(=O)CCC2CCCCC2)c1 (stereo not drawn) | i | i | i | i | i | 5.6 | i | i | i | 8.2 | i
O=C(CCCOc1ccccc1)Nc1ncccn1 | i | i | i | i | i | -0.2 | i | i | i | -3.0 | i
CCN(C(=O)CN1C(=O)c2ccc([N+](=O)[O-])cc2C1=O)C1CCCCC1 | i | i | i | i | i | 0.6 | i | i | i | 1.6 | i
CCCCC(CC)C(=O)Nc1ccccc1C#N (stereo not drawn) | i | i | i | i | i | 1.2 | i | i | i | -1.7 | i
CC1=Nc2cc(C(=O)O)ccc2Sc2c(C)ccc(C)c21 | i | i | i | i | i | 8.5 | i | i | i | -0.1 | i
Cc1cccc(C(=O)NC(=S)NNC(=O)c2cccs2)c1 | i | i | i | 173* | i | 51.2* | i | i | i | 7.1 | i
O=C(Nc1ccccc1)ON=C1CCCC1 | i | i | i | i | i | 0.5 | i | i | i | 2.3 | i
CCOCC(=O)N1CCN(c2cccc(Cl)c2)CC1 | i | i | i | i | i | 4.7 | i | i | i | -7.7 | i
O=C(C1CCCO1)N1CCN(C(=S)Nc2cccc(F)c2)CC1 (stereo not drawn) | i | i | i | i | i | -0.3 | i | i | i | 0.8 | i
COc1ccc(OCc2nnc(SCC(=O)c3ccccc3)o2)cc1 | i | i | i | i | i | / | i | i | i | 1.2 | i
Cc1cc(C)c(C)c(S(=O)(=O)NCc2ccc(C(=O)N3CCN(C)CC3)cc2)c1C | i | i | i | i | i | 2.8 | i | i | i | 0.4 | i
CC(=O)Oc1ccc2oc(C)c(C(=O)N3CCOCC3)c2c1 | i | i | i | i | i | -6.0 | i | i | i | 3.8 | i
O=C(CCN1CCOCC1)NNC(=S)NC(=O)c1ccc(Br)cc1 | i | i | i | i | i | 23.4 | i | i | i | 1.9 | i
COc1ccc(-c2csc(NC(CO)c3nc4ccccc4n3Cc3ccc(C)cc3)n2)cc1 (stereo not drawn) | i | i | i | i | i | 31.0 | i | i | i | 13.9 | i
CC(C)NC(=O)C1CCN(c2ccc(S(=O)(=O)N3CCOCC3)cc2Cl)CC1 | i | i | i | i | i | 6.1 | i | i | i | -0.6 | i
CCOC(=O)C1=C(c2ccccc2)NC(=S)NC1C (stereo not drawn) | i | i | i | i | i | 5.4 | i | i | i | 4.1 | i
CCCCc1nnc(NC(=O)c2ccc(-n3cncn3)c([N+](=O)[O-])c2)s1 | i | i | i | i | i | -1.1 | i | i | i | 7.2 | i
CC(=O)c1ccc(NC(=O)C2CCCN2S(=O)(=O)c2ccc(F)cc2)cc1 (stereo not drawn) | i | i | i | i | i | 0.0 | i | i | i | 4.2 | i
COc1ccc(NC(=O)CN2C(=O)COc3ccc(S(=O)(=O)N4CCOCC4)cc32)cc1 | i | i | i | i | i | 3.6 | i | i | i | 3.8 | i
COCCN(C(=O)CSc1nc2ccc(OC)cc2[nH]1)c1c(N)n(Cc2ccccc2)c(=O)[nH]c1=O | i | i | i | i | i | 19.9 | i | i | i | / | i
O=C(Nc1ncc([N+](=O)[O-])s1)c1ccco1 | i | i | i | i | i | 13.8 | i | i | i | 6.1 | i
CCOC(=O)c1c(NC(=O)NC(C)(C)C)sc2c1CCN(C)C2 | i | -8.36* | i | i | i | 0.2 | i | i | i | 3.0 | i
COc1ccc(CN(Cc2cccn2C)S(=O)(=O)c2cccc(C(F)(F)F)c2)cc1 | i | i | i | i | i | -7.7 | i | i | i | 0.8 | i
COCCNC(=O)CCCCCNS(=O)(=O)c1ccc(C)cc1 | i | i | i | i | i | 0.8 | i | i | i | -13.0 | i
Cc1cc(N)n2ncc(-c3ccc(Cl)cc3)c2n1 | i | i | i | i | i | -6.3 | i | i | i | -1.2 | 5.06*
CC1CC(C)CN(CCOc2ccc(Br)cc2)C1 (stereo not drawn) | i | i | i | i | i | -1.6 | i | i | i | 2.8 | i
Cc1cc2cc(CCNC(=O)C3c4ccccc4Oc4ccccc43)c(=O)[nH]c2cc1C | i | i | i | i | i | -2.4 | i | i | / | 5.8 | i
O=C(Cn1cncn1)N1CCN(c2ccc(F)cc2)CC1 | i | i | i | i | i | 1.6 | i | i | i | -1.6 | i
COC(=O)c1cc(O)cc(OC)c1Oc1cc(C)cc(O)c1C(=O)O | i | / | / | i | / | / | i | i | i | 1.8 | /
CCOC(=O)N1CCN(CC(O)COc2ccc(C(C)C)c(C)c2)CC1 (stereo not drawn) | i | i | i | i | i | -9.4 | i | i | i | -1.5 | i
CCc1cc(CNC(=O)CCc2nnc(Cc3cccc(C)c3)o2)on1 | i | i | i | i | i | -8.8 | i | i | i | -1.1 | i
S=C(NCC1COc2ccccc2O1)Nc1ccc(Br)cc1 (stereo not drawn) | i | i | i | i | i | 7.8 | i | i | i | 5.2 | i
CCCCCCOc1ccc(/C=N/NC(=O)C2CC2)cc1 | i | i | i | i | i | / | i | i | i | 2.2 | i
COC(=O)[C@@]1(Cc2ccccc2)[C@@H]2C(=CC(=O)[C@H]2CC(=O)C(=O)N(C)C)CN1C(=O)c1ccccc1 | i | i | i | i | i | 1.4 | i | i | i | -0.3 | i
CC(=O)Nc1ccc(S(=O)(=O)NC2(C(F)(F)F)C(=O)Nc3c2c(=O)[nH]c(=O)n3Cc2cccnc2)cc1 (stereo not drawn) | i | i | i | i | i | 4.9 | i | i | i | 4.0 | i
Cc1cc(OCCn2nc(C(=O)O)c3ccccc3c2=O)ccc1C(C)C | / | i | i | / | i | 19.3 | / | / | i | / | i
CC(O)CN1CC(O)=C(c2nc3ccccc3s2)C1=N (stereo not drawn) | i | i | i | i | i | / | i | i | i | -4.0 | i
O=C(/C=C/NCc1cccnc1)c1ccc(Br)cc1 | i | i | i | i | i | 0.3 | i | i | i | 2.7 | i
Cc1nn(Cc2ccc(Cl)cc2)c(C)c1NC(=O)/C=C/c1cnn(C)c1 | i | i | i | i | i | -16.2 | i | i | i | 5.9 | i
O=C(Oc1cccnc1)c1cccc(Cl)c1 | i | i | i | i | i | -13.9 | i | i | i | -4.7 | i
Cn1c(=O)c2c(nc(CN3CCN(Cc4ccccc4)CC3)n2CCN2CCOCC2)n(C)c1=O | i | i | i | i | i | -1.9 | i | i | i | -5.4 | i
O=C(CCc1nnc2ccc(NCc3ccc(Cl)cc3)nn12)NC1CCCCC1 | i | i | i | i | i | -5.8 | i | i | i | 14.8 | i
Cc1cccc(C)c1NC(=O)C1(C)c2cccc[n+]2CC(=O)N1Cc1cccs1 (stereo not drawn) | i | i | i | i | i | -13.0 | i | i | i | 8.4 | i
c1ccc(COC2CCCN(Cc3nc(-c4cccs4)no3)C2)nc1 (stereo not drawn) | i | i | i | i | i | 6.2 | i | i | i | 2.0 | i
COc1ccccc1CN1CC(C(=O)N2CCCCCCC2)CCC1=O (stereo not drawn) | i | i | i | i | i | -2.0 | i | i | i | 0.2 | i
O=C(NC1CCCC1)c1cnc2n(c1=O)CCS2 | i | i | i | i | i | 3.9 | i | i | i | 0.2 | i
Cc1ccc(CN2C(=O)CCC2C(=O)NCCCN2CCC(C)CC2)cc1 (stereo not drawn) | / | i | i | / | i | -8.9 | / | / | i | / | i
COc1c(Cl)cc(Cl)cc1/C=N/NC(=O)c1nnn(-c2nonc2N)c1CN1CCC(C)CC1 | i | i | i | i | i | 24.6 | i | i | i | 4.1 | i
O=C(CNS(=O)(=O)c1ccc(Br)cc1Cl)OCC(=O)c1ccc[nH]1 | i | i | i | i | i | 3.4 | i | i | i | 1.4 | i
CCS(=O)(=O)c1nc2ccccc2n1CC(=O)N1CCCCC1 | i | i | i | i | i | -2.5 | i | i | i | -0.9 | i
Clc1cccc(CN2CCSCC2)c1Cl | i | i | i | i | i | 6.7 | i | i | i | -2.1 | i
CCOc1ccc2oc(-c3ccccc3)c(C(N)=O)c2c1 | i | i | i | i | i | -4.1 | i | i | i | -5.6 | i
COc1ccc(C(=O)Nc2nnc(-c3ccccc3)o2)cc1OC | i | i | i | i | i | 49.8* | i | i | i | -0.4 | i
CCOc1cccc(C(=O)Nc2ccc3oc(-c4cccnc4)nc3c2)c1 | i | i | i | i | i | -2.2 | i | i | i | -1.4 | i

Limited to TMEM16A inh (2 entries from above):
canonical_smiles	TMEM16A inh
Cc1cc2cc(CCNC(=O)C3c4ccccc4Oc4ccccc43)c(=O)[nH]c2cc1C	i
O=C(Cn1cncn1)N1CCN(c2ccc(F)cc2)CC1	i
